PKA-R1A activ: PKA-R1A complex activation; PKA-R1A dissociation, Cy5-IP20 fluorescence polarization; scaled: DMSO 0%, 113 µM cGMP 100%; 0.083% of 340,000 active; activation, % at 11.4 µM; P00514+P68181;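 active = percent activation above the mean of all tested compounds plus 3 SD, cut at about 19% in these data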;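 also: higher means more PKAc released from R1A so a rise in polarization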
HTR5A ag ctr: activates human HTR5A in OPRM1-OPRD1 agonist counter-screen; P47898; HTR5A agonist assay, luminescence, cell-based; activation, % at 9.3 µM; 0.61% of 340,000 active; AID 504692; in the data active = activation mostly above about 9.5%, no sharp cut-off; inactive = mostly below about 7.6%;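 also: 0% = cells with vehicle only and 100% = reference agonist; strong numbers were not always called active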
OPRM1-OPRD1 inv: inverse agonist of human OPRM1-OPRD1 heterodimerization; P35372+P41143; cell-based MOR-DOR heterodimer luminescence, inverse agonism; inhibition, % at 9.3 µM; 0.21% of 340,000 active; AID 504357; in the data active = inhibition above about 22%, passing the limit was not always enough;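 also: 0% = cells with DMSO and 100% = wells without cells with DMSO; values of inactives mirror those of a sister screen read the other way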
Arrestin-AP2 inh: inhibitors of human beta-arrestin and AP2 interaction; FITC-arrestin peptide / GST-AP2 beads, flow cytometry; AP2 beta2 appendage carries R879A mutation; inhibition, % at 10 µM; 0.31% of 340,000 active;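 active = inhibition above a set limit, near 3 SD of compounds lacking own fluorescence, cut at about 54% in these data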;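 also: plate controls were DMSO wells for no effect and 5 µM unlabelled arrestin peptide for full effect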
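System: GST-AP2 R879A glutathione beads. Medium: PBS with 0.05% Tween 20 and 0.1% BSA. Also added: FITC-arrestin peptide, 50 nM. Incubation: 12 min plus 1 h, RT. Measured by: high-throughput flow cytometry of beads, ex 488, em 535 nm. Evaluation: percent drop in bead-associated FITC signal.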
OPRM1-OPRD1 ag: OPRM1-OPRD1 heterodimerization agonism; cells, luminescence; 0.3% of 340,000 active; activation, % at 9.3 µM; AID 504326; in the data active = activation above about 18%;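 also: 0% = vehicle-treated cells and 100% = reference agonist; values of inactives mirror those of a sister screen read the other way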
DSG3 Ab inh: blocks pemphigus antibody binding to human desmoglein-3. P32926. DSG3-coupled beads, scFv-anti-DSG3-GFP binding, flow cytometry; stronger effect = lower value. 0.48% of 310,000 active. binding (percent of control), % at 10 µM. AID 588358;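 active = binding more than 3 SD below its plate's average and above zero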;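 also: hits lower antibody fragment binding to DSG3; some compounds called inactive have numbers as strong as hits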
PKA-R2B act: activators of human PKA-R2B complex; P22694+P31323; PKA-R2B holoenzyme dissociation, Cy5-IP20 fluorescence polarization; R2B truncated from residue 108, S112A mutant; 0% DMSO only, 100% 113 µM cGMP; activation, % at 11.4 µM; 0.079% of 340,000 active; AID 504700;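 active = activation above a cutoff set at the mean over all compounds plus 3 SD, cut at about 18% in these data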;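 also: higher means more holoenzyme dissociation and a rise in polarization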
Target sequence (P31323 whole entry, looked up, other chains not shown, the tested form may be a part): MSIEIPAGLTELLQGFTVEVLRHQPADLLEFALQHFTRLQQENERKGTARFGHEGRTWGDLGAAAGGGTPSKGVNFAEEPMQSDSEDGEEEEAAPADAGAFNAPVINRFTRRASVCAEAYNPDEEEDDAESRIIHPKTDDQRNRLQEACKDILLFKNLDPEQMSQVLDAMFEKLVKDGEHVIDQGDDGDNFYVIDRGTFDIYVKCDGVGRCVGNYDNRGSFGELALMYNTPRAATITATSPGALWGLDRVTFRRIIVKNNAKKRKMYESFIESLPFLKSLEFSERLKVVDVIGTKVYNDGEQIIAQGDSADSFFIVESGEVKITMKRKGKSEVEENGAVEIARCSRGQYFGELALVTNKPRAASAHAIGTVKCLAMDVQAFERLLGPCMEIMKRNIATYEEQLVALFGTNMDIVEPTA
V-ATPase pH: alters yeast V-ATPase proton transport; AID 504577; 0.37% of 350,000 active; S. cerevisiae, pHLuorin cytosolic pH fluorescence; response, % at 10 µM; in the data active = response mostly above about 7.3%, no sharp cut-off; inactive = mostly below about 5.4%; also: actives read high; inactives centre near 0; some compounds called inactive have numbers as strong as hits; reference of the scale not given here
HTR5A inv ag: counter-screen for OPRM1-OPRD1 inverse agonists: human HTR5A inverse agonism; HTR5A cell line, luminescence; inhibition, % at 9.3 µM; 0.083% of 340,000 active; in the data active = inhibition mostly above about 23%, no sharp cut-off; inactive = mostly below about 18%;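 also: 0% = cells with DMSO and 100% = no-cell wells with DMSO; some compounds called inactive have numbers as strong as hits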
DAGLB inhibitor: blocks human DAGLB lipase activity; Q8NCG7; HEK293T DAGLB membrane lysate, EnzChek fluorogenic substrate; inhibition, % at 5.17 µM; 0.059% of 340,000 active; AID 504411; in the data active = inhibition above about 34%;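 also: 0% = enzyme with vehicle and 100% = wells lacking enzyme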
Target sequence (Q8NCG7 whole entry, looked up): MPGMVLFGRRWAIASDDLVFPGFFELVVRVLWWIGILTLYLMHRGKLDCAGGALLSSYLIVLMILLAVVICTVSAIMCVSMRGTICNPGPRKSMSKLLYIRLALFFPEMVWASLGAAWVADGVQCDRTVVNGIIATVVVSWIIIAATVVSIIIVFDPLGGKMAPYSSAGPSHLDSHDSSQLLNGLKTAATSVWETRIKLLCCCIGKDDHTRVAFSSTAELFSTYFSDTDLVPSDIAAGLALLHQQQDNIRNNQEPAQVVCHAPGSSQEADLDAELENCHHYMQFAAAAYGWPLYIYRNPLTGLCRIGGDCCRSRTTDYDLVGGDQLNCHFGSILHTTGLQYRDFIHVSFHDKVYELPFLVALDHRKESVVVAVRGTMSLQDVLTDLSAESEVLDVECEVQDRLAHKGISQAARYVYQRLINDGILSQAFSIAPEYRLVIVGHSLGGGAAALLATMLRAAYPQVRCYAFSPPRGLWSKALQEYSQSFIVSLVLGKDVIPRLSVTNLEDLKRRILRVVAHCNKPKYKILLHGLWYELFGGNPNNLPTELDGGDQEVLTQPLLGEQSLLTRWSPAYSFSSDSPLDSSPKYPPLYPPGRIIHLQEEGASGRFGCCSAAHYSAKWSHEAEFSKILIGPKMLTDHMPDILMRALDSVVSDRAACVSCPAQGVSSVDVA
* hit, by the source's call; · = no result given. Compounds as they come (roughly 2.4% active in at least one column).

SMILES	PKA-R1A activ	HTR5A ag ctr	OPRM1-OPRD1 inv	Arrestin-AP2 inh	OPRM1-OPRD1 ag	DSG3 Ab inh	PKA-R2B act	V-ATPase pH	HTR5A inv ag	DAGLB inhibitor
CC(C)C(=O)c1cc2c(cc1NC(=O)c1cccs1)OCCO2	0.9	4.0	-18.1	6.6	3.4	·	7.0	3.3	11.1	-15.3
CCN(CC)C(=O)Oc1nnc(SC(C)C)n1-c1ccc(Cl)c(Cl)c1	-10.6	3.4	-3.8	-11.8	0.8	106.4	-18.0	1.6	15.6	-1.7
O=C1C2C3C=CC(CC3)C2C(=O)N1c1ccccc1F (configuration not stated)	2.6	0.9	-1.3	-7.3	0.3	106.4	-7.0	-1.0	-3.3	0.4
COc1ccc(NS(=O)(=O)c2cnc[nH]2)cc1	2.2	-4.0	-13.5	-3.9	2.5	102.9	6.5	1.8	-15.9	2.0
C=CCc1ccc(OCCOCCOc2ccc(C)cc2[N+](=O)[O-])c(OC)c1	-2.5	-3.0	12.2	2.1	-2.9	·	-0.2	-2.6	7.1	-11.6
O=C(O)c1nccnc1C(=O)Nc1ccc(Cl)cn1	2.9	-1.4	16.2	35.8	-3.6	92.8	-9.1	2.6	5.0	-3.2
O=C(Nc1ccc(-c2csc(Nc3ccccc3)n2)cc1)c1cccc(C(F)(F)F)c1	12.4	11.8	-27.4	24.4	4.7	97.4	-9.3	8.5	-34.7	-0.5
O=S1(=O)CCC(N=Nc2c(O)n(Cc3ccccc3)c3ccccc23)C1 (configuration not stated)	-6.7	1.7	12.6	0.5	-2.4	82.1	0.1	0.8	-4.6	1.6
O=C1CC(c2ccco2)CC(O)=C1C=Nc1ccccc1-c1ccccc1 (configuration not stated)	0.3	1.7	-4.0	33.7	0.8	120.2	-1.9	-1.7	-4.7	-10.8
COc1cc2c(cc1NC(=O)c1cccc([N+](=O)[O-])c1)oc1ccccc12	-5.3	1.8	-8.0	-11.1	1.6	105.2	-0.1	-1.2	-4.7	-0.7
C#CCn1c(=NC(=O)c2ccc(S(=O)(=O)N3CCCc4ccccc43)cc2)sc2cc(S(N)(=O)=O)ccc21	1.0	-5.5	21.2	-2.3	-3.5	107.9	1.4	1.2	14.8	-0.2
CCOC(=O)c1ccc2cccc(C)n2c1=O	0.0	1.7	10.4	14.7	-2.3	103.9	-3.0	-0.8	9.8	-0.9
O=S(=O)(c1ccc2ccccc2c1)N(CC(O)CN1CCOCC1)c1ccccc1 (configuration not stated)	-15.4	2.9	8.8	5.0	-2.1	101.0	4.9	-1.1	-9.9	-3.8
CNC(=O)NCC12CC3CC(CC(C3)C1)C2	-0.4	-1.2	10.9	-3.0	-1.9	104.2	6.6	1.7	3.1	-2.3
COc1ccc(OC)c(CCNC(=O)c2ccccc2NC(=O)C2=C(C)OCCS2)c1	8.6	1.8	-3.8	-2.4	0.7	112.8	8.4	-0.7	6.8	-1.6
O=C1c2ccsc2SCCN1Cc1c(Cl)cccc1Cl	0.2	0.7	5.2	-5.8	-1.1	109.4	-2.1	0.9	-1.5	-0.1
CCc1ccc(S(=O)(=O)N2c3ccc(C)cc3C3CN(C)CCC32)cc1 (configuration not stated)	-2.2	·	·	23.3	·	·	-1.9	-4.8	·	-3.2
CC1CC(C)CN(CCCNS(=O)(=O)c2ccc3c(c2)CCN3C(=O)C2CC2)C1 (configuration not stated)	-4.6	0.9	13.9	-9.8	-2.6	·	2.1	0.4	8.7	2.7
COc1ccc(C(=O)C2CCCN(C(=O)c3ccc(C(C)=O)s3)C2)c(C)c1 (configuration not stated)	-1.5	1.7	-0.8	38.1	0.1	104.5	5.3	-6.9	1.2	2.9
COc1nn(-c2nc(-c3ccccc3)cc(C(F)(F)F)n2)cc1[N+](=O)[O-]	1.2	8.5	2.1	6.2	-0.4	100.4	3.3	17.3*	-22.9	0.8
O=C1C2C3C=CC(C3)C2C(=O)N1c1ccc(N2CCN(c3ccccn3)CC2)c([N+](=O)[O-])c1 (configuration not stated)	1.2	-1.1	-8.7	-9.6	1.7	101.2	-3.6	1.7	9.7	9.6
COc1ccccc1NC(=O)c1ccc(Cl)c(S(=O)(=O)N2CCCCC2)c1	-2.3	2.5	10.0	24.7	-1.9	98.8	-3.6	-5.0	0.9	-4.0
Cc1sc(NC(=O)C2C3CCC(C3)C2C(=O)O)c(C(N)=O)c1-c1ccc(C(C)(C)C)cc1 (configuration not stated)	-1.9	3.6	15.7	-1.2	-3.0	114.8	7.3	9.3	-9.0	10.4
Cc1ccc(NC(=O)Cn2cccc2)c(C)c1	-4.5	0.7	16.3	0.3	-2.7	103.4	-4.0	-1.0	-1.7	-1.1

Limited to PKA-R2B act, for 2 of the compounds above:
Compound	PKA-R2B act
O=C1CC(c2ccco2)CC(O)=C1C=Nc1ccccc1-c1ccccc1 (configuration not stated)	-1.9
CCN(CC)C(=O)Oc1nnc(SC(C)C)n1-c1ccc(Cl)c(Cl)c1	-18.0

Later entries.
SMILES	PKA-R1A activ	HTR5A ag ctr	OPRM1-OPRD1 inv	Arrestin-AP2 inh	OPRM1-OPRD1 ag	DSG3 Ab inh	PKA-R2B act	V-ATPase pH	HTR5A inv ag	DAGLB inhibitor
C#Cc1cccc(C(=O)NC2CCCN(C3Cc4ccccc4C3)C2)c1 (configuration not stated)	-5.5	-0.6	5.1	30.4	-1.0	99.4	2.5	-1.8	-33.6	-1.7
C=C(C)c1sc(-c2ccc(Cl)cc2)nc1C	3.1	-2.9	1.8	3.1	-0.3	111.0	2.9	-7.8	-28.6	-8.4
COc1cccc(/C=N/NC(=O)CNC(=O)c2ccc3c(c2)OCCO3)c1O	1.1	2.6	9.2	9.7	-1.8	101.5	2.7	0.2	-9.2	-0.7
CC1CCC2(CC1)NC(=O)N(CC(=O)c1ccc(Cl)s1)C2=O (configuration not stated)	4.6	-4.9	5.8	-12.6	-1.1	·	-7.6	2.2	-6.0	2.2
COCCNc1oc(/C=C/c2ccc(F)cc2)nc1S(=O)(=O)c1ccccc1	-1.6	3.7	-9.0	13.8	1.8	102.7	11.2	0.5	-10.6	-3.2
CCOc1ccc(NC(=O)CCC(=O)N/N=C/c2ccc3c(c2)OCO3)cc1	-7.5	-0.5	-1.3	3.3	0.2	102.8	-18.8	2.7	5.2	0.8
OCCC1CN(Cc2ccc3cc(Cl)ccc3n2)CCN1Cc1ccsc1 (configuration not stated)	-8.0	-0.7	-6.9	-3.6	1.4	107.1	-6.7	-0.2	2.0	0.1
CCCn1nnnc1NC(=O)COc1ccc(Cl)c(C)c1	-2.5	4.4	-1.6	-12.5	0.3	100.5	0.2	-1.6	-15.0	1.2
CCn1nc(C(=O)NNC(=O)COc2ccc(OC)cc2)c2ccccc2c1=O	-4.6	-1.2	14.3	22.1	-2.7	129.3	-17.5	0.7	-13.1	-2.9
CCCCn1nc(C(=O)N(CC)CC(=O)Nc2c(F)cccc2F)c2ccccc2c1=O	10.9	1.3	3.8	2.4	-0.9	·	13.5	2.2	-3.7	-0.1
CCCCC(CC)CNS(=O)(=O)c1ccc2c(c1)CCN2C(=O)CCC(=O)O (configuration not stated)	-12.8	3.4	5.2	1.2	-0.9	102.6	5.0	-0.1	7.0	1.9
Cc1ccsc1C(=O)C1CCCN(Cc2cccn2-c2ccc(Cl)cn2)C1 (configuration not stated)	-14.3	-3.2	-1.8	-11.0	0.3	98.2	-6.7	1.3	-0.5	-3.2
CC(Sc1ccccc1)C(=O)NN=C1CCCCCC1 (configuration not stated)	-17.0	-5.8	3.7	4.9	-0.7	103.9	-1.5	-1.8	9.8	0.4
COc1cccc(CNC(=O)CSCc2cnn(-c3ccccc3)c2-n2cccc2)c1	-3.4	-3.3	-5.1	2.2	1.0	107.5	-1.2	4.0	-0.2	-7.0
O=C(Cn1cnc2c(OCc3ccccc3)ncnc21)NCc1ccccc1	0.6	·	·	37.5	·	100.2	-5.2	-2.5	·	-4.9
O=S(=O)(Nc1ccc(Cc2ccncc2)cc1)c1ccc(Cl)cc1	-9.4	2.3	2.2	12.8	-0.4	101.0	1.7	-1.9	-6.2	-0.5
COc1ccc(CC(=O)Nc2ccccc2NC(=O)Cc2ccc(OC)cc2)cc1	-4.7	-2.1	6.3	-2.3	-1.1	91.5	0.3	1.2	8.1	1.4
Cc1ccc(NC(C(N)=O)c2c(C)[nH]c(=O)[nH]c2=O)cc1 (configuration not stated)	-3.0	0.6	10.0	-2.2	-1.7	·	-4.4	-6.7	8.0	0.2
CC1(c2ccc(OCC#N)cc2)C=C(c2ccc(OCC#N)cc2)n2nc(C(F)(F)F)nc2N1 (configuration not stated)	-9.7	-0.8	10.5	-2.7	-1.4	99.6	2.2	1.3	2.3	-1.8
CCOC(=O)c1c(NC(=O)C(C)Sc2cccc[n+]2[O-])sc2c1CCN(Cc1ccccc1)C2 (configuration not stated)	-11.0	3.6	-2.7	-9.2	0.5	164.2	-4.0	0.9	-20.1	-2.2
CN(CC(=O)Nc1cccc(F)c1)C(=O)/C=C/c1ccc2ccccc2n1	-1.6	1.6	-13.1	30.6	1.9	99.7	-2.9	-7.3	0.0	-0.7
CC(C)c1ccc(CNCc2ccccc2)cc1	2.7	2.6	-0.9	0.7	0.1	102.9	-4.5	1.4	-9.4	3.7
CCc1cccc(C)c1NC(=O)CCCn1c(=O)c2cccn2c2cccnc21	11.4	-2.2	16.3	8.8	-3.3	99.9	1.8	2.4	-5.0	0.7
CCOc1cccc2sc(N(CCN(C)C)C(=O)/C=C/c3cccs3)nc12	3.5	13.1*	-10.5	6.5	2.1	100.2	-9.2	2.9	-45.7	-4.2
COc1ccccc1C(=O)Nc1ccc2c(c1)nc(CCNC(C)=O)n2C	-6.0	0.3	9.4	-14.0	-1.6	126.0	2.2	0.7	-2.3	1.6
N#CC1=C(N)OC2=C(C(=O)CCC2)C1c1ccccc1 (configuration not stated)	-5.4	-1.7	6.0	7.1	-1.2	98.4	6.8	-3.7	-10.1	-0.4
O=C(CN1C2=NCCCN2c2ccccc21)c1ccc(Br)s1	-4.1	0.6	11.9	-9.7	-2.6	102.2	7.0	-2.6	18.3	4.4
CC1=C(C(=O)Nc2cccc(C(=O)NCc3ccccc3C)c2)SCCO1	-13.1	-5.0	16.1	37.4	-3.2	102.0	-7.9	-2.8	14.1	-6.2
CCC(C)(C#CCN1CCCCC1)OCCC#N (configuration not stated)	-2.0	6.1	4.2	7.4	-0.8	107.4	-1.2	-2.3	23.2	0.3

Shown as a hit in V-ATPase pH, among the entries above:
Structure,PKA-R1A activ,OPRM1-OPRD1 inv,Arrestin-AP2 inh,OPRM1-OPRD1 ag,DSG3 Ab inh,PKA-R2B act,V-ATPase pH,DAGLB inhibitor
COc1nn(-c2nc(-c3ccccc3)cc(C(F)(F)F)n2)cc1[N+](=O)[O-],1.2,2.1,6.2,-0.4,100.4,3.3,17.3*,0.8

From PubChem BioAssay
